Compound activity: PubChem, several laboratories
b-catenin transl: beta-catenin nuclear translocation modulation. HeLa beta-catenin nuclear translocation, immunofluorescence imaging. AID 1665. 190,000 compounds, 0.3% hits. nuclear translocation activity, % at 5 µM;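 active = nuclear translocation activity above 50% at 5 µM, with a well cell count of 50 or more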;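 note: per-cell ratio of nuclear to cytoplasmic median beta-catenin stain intensity; plate controls were DMSO negative control for no effect and GSK-3 inhibitor IX positive control for full effect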
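System: HeLa cells, endogenous beta-catenin; compound dosing: 5 µM primary single dose, 0.1% DMSO, 0.02–20 µM confirmation series; incubation: 24 h compound exposure at 37°C, 5% CO2; signal: beta-catenin immunofluorescence imaging with DAPI; evaluation: % activation, nuclear-to-cytoplasmic median beta-catenin signal ratio per cell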
Yfh1-depleted yeast: mitochondrial function rescue without frataxin homolog – Friedreich's ataxia, plus single-dose screen, dose response (AID 1465); S. cerevisiae Yfh1-off respiration, WST-1 reduction, 72 h; higher fold induction means a stronger effect; fold induction at 50 µM; hits with a dose series show EC50 in µM; 220,000 compounds, 0.074% hits;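 active = fold induction of absorbance versus untreated yeast above a set limit, then at least 30% activation at any dose in follow-up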;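 note: activators that raise dye reduction in frataxin-depleted yeast; strong numbers were not always called active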
WT yeast gro inh: growth inhibition of WT yeast, mitochondrial fusion screen; inhibition, % at 10 µM; 190,000 compounds, 2.1% hits; mitochondrial fusion phenotypic screen, WT strain; AID 1362; in the data active = inhibition above about 58%; tested in S. cerevisiae
Autophagy HCS: autophagy modulation, high-content screen. MEF GFP-LC3 puncta imaging; test concentration mostly 10 µM. calls only at 10 µM (by protocol). 190,000 compounds, 0.98% hits. AID 463193;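 active = percentage of spot-positive cells more than 3 SD above its plate mean, without a fluorescence outlier flag or 80% toxicity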;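 note: spot-positive cell cutoff set from DMSO-treated cells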
Dynein cargo inh: blocks dynein driven cargo transport along microtubules. 3617.4 mouse cells, GR-EGFP nuclear translocation imaging; test concentration mostly 20 µM; stimulated with dexamethasone, 1 µM; active compounds read low. z-score, hits read low. 220,000 compounds, 0.47% hits;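 active = plate z-score of nuclear minus cytoplasmic receptor signal below a set negative limit, without overly bright fluorescence or cell loss, cut at about -3.5 in these data, passing the limit was not always enough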;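 note: z-score of nuclear minus cytoplasmic ring GR-EGFP intensity difference per well; some compounds called inactive have numbers as strong as hits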
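Buffer or medium: tet-free, stripped-serum medium; Also added: dexamethasone, 1.0 µM final; Technique: high-content fluorescence imaging after fixation; Times: 48 h induction, 1 h compound, 30 min dex at 37 °C; Read-out: per-cell GR-EGFP intensity, nucleus versus surrounding cytoplasmic ring, well-averaged.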
MT stabilizer: stabilizes microtubules in HeLa cells. HeLa tubulin immunostaining HCS, 24 h; share of cells brighter than vehicle mean+2SD. % tubulin-high responders, % at 10 µM. 200,000 compounds, 0.83% hits;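 active = plate Z-score above 3 for both tubulin-high and condensed-nucleus cell shares, with cell loss under 80%, at 10 µM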;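 note: anti alpha tubulin signal scored within the nucleus-defined area of each cell; some results filed as inactive read as strong as hits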
Hep lipid drop: modulators of hepatic lipid droplet formation. AID 1656. 240,000 compounds, 0.4% hits. AML12 mouse hepatocytes, oleate lipid droplets, BODIPY imaging. inhibition, % at 6.5 µM;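 active = lipid droplet intensity inhibited by at least 50%, with more than 500 cells counted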
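Test system: AML12 mouse liver cells; schedule: overnight exposure; technique: high-content imaging of BODIPY-stained droplets and DAPI nuclei; read-out: % inhibition of corrected integrated BODIPY droplet signal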
Insulin prom up: MIN6 insulin promoter up-regulation. MIN6 insulin promoter-GFP reporter, high-content imaging; active compounds read high. 190,000 compounds, 0.3% hits. AID 1625. z-score at 5 µM;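 active = z-score above 3 at 5 µM with at least 500 cells counted in the well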
HEK293 NOD2/NF-kB: inhibition of NOD2-driven NF-kB reporter – cell-based, luminescence, uHTS, HEK293 (AID 1566) | one-dose inhibition, % at 4 µM; EC50 in µM for titrated hits | 290,000 compounds, 0.63% hits | HEK293 NOD2/NF-kB luciferase reporter, luminescence; higher % means a stronger effect; in the data active = inhibition above about 50%; note: many of its hits are not listed in these tables
WT yeast gro inh mutant strain: second read-out of WT yeast gro inh, no call of its own (marks repeat the call); inhibition, %; mitochondrial fusion phenotypic screen, mutant strain inhibition
Dynein cargo inh cytoplasmic EGFP: further read-out of Dynein cargo inh, marked with its call; z-score; measured here: cytoplasmic GR-EGFP intensity; active compounds read high
Dynein cargo inh nuclear GR-EGFP: second read-out of Dynein cargo inh, no call of its own (marks repeat the call); z-score; measured here: nuclear GR-EGFP intensity;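 lower value marks the stronger effect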
Dynein cargo inh cell count: further read-out of Dynein cargo inh, marked with its call; z-score; measured here: cell count per field
Insulin prom up cell count: recorded beside Insulin prom up, whose call it bears; cell count; measured here: cytotoxicity, nuclei count;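 total cells summed across four imaged fields per well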
Hep lipid drop cells 6.5 µM: also measured in Hep lipid drop; calls as there; cell count; measured here: cell count, cytotoxicity flag;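 cells counted across two imaged fields per well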
b-catenin transl cell count 5 µM: further read-out of b-catenin transl, marked with its call; cell count; measured here: cell count, cytotoxicity flag
MT stabilizer Hoechst-high %: second read-out of MT stabilizer, no call of its own (marks repeat the call); % Hoechst-high responders; measured here: nuclear condensation Hoechst responders;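 share of cells brighter than vehicle mean plus two SD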
MT stabilizer cytotoxicity %: further read-out of MT stabilizer, marked with its call; toxicity, %; measured here: cytotoxicity by cell density;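 0% = mean cell density of plate MIN control wells and 100% = no cells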
Autophagy HCS cell loss 18 h: further read-out of Autophagy HCS, marked with its call; toxicity, %; measured here: cell loss, nuclei count;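 cell loss after 18 h compound exposure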
* marks the source's active call; other numbers are inactive results; i = inactive; / = no result given. These rows are one share of the data; the hit share may differ from the screen's.

SMILES	b-catenin transl	b-catenin transl cell count 5 µM	Yfh1-depleted yeast	WT yeast gro inh	WT yeast gro inh mutant strain	Autophagy HCS	Autophagy HCS cell loss 18 h	Dynein cargo inh	Dynein cargo inh cytoplasmic EGFP	Dynein cargo inh nuclear GR-EGFP	Dynein cargo inh cell count	MT stabilizer	MT stabilizer Hoechst-high %	MT stabilizer cytotoxicity %	Hep lipid drop	Hep lipid drop cells 6.5 µM	Insulin prom up	Insulin prom up cell count	HEK293 NOD2/NF-kB
O=C(CCCOc1ccccc1)NCC1CCCO1 (stereo not drawn)	0.5	762	i	3.7	-2.7	i	18.8	-0.337	-0.295	-0.0224	0.255	2.7	2.3	14.0	/	/	-0.23	1209	-24.6%
CCOC(=O)c1c(N)nn(C(=O)C(C)C)c1-c1ccc(OC)cc1	-1.6	1248	i	24.6	8.8	i	-12.4	-1.84	-0.102	-0.825	1.41	1.6	1.2	5.8	-4.0	774	0.27	788	15.1%
S=C(Nc1ccc(Oc2ccccc2)cc1)NC1CCCCCC1	-0.7	1147	i	69.1*	15.7*	i	6.3	-0.397	-0.28	-0.352	0.269	2.8	3.1	7.9	-1.2	708	0.03	1512	-43.6%
COc1ccc(OC)c(C(=O)c2coc3ccc(OC(C)=O)cc23)c1	-0.7	535	i	-2.2	21.3	i	0.3	0.234	0.0274	-0.0135	-0.555	5.3	7.4	10.3	6.1	720	0.19	1384	-2.1%
O=C(O)/C=C/c1cn(-c2ncc(C(F)(F)F)cc2Cl)c2ccccc12	/	/	i	16.4	13.7	i	-2.1	-0.667	-0.199	-0.716	0.932	1.3	0.9	5.7	/	/	/	/	28.2%
Cc1ccc2[nH]c(=O)c(CN(CC3CCCO3)C(=O)c3ccco3)cc2c1 (stereo not drawn)	1.5	1231	/	/	/	/	/	/	/	/	/	/	/	/	0.7	753	-0.41	847	9.8%
N/C(Cc1ccc([N+](=O)[O-])cc1)=N\OC(=O)Cc1ccccc1	-1.1	1143	i	-7.1	11.5	i	22.4	2.09	-0.182	1.23	-1.32	5.1	1.3	0.9	-0.6	701	-0.04	1268	22.6%
O=C(NCCN1C(=O)C2C3C=CC(C3)C2C1=O)NCc1ccccc1 (stereo not drawn)	/	/	i	6.0	8.8	i	1.6	-0.0519	-0.187	0.186	0.153	8.3	3.0	4.8	/	/	-0.24	806	6.0%
CC1=C(C(=O)Nc2ccccc2)C(c2ccc(C)o2)n2c(s/c(=C/c3ccccc3)c2=O)=N1 (stereo not drawn)	/	/	i	16.9	7.3	i	-4.6	0.523	-0.191	0.456	-0.0658	1.3	1.4	9.6	2.0	827	0.3	810	-0.9%
Cc1ccc(N2C(=O)c3ccccc3NC2C(C)Cc2ccc3c(c2)OCO3)cc1 (stereo not drawn)	6.0	378	i	41.1	8.8	i	-2.8	0.0969	-0.139	0.4	-1.11	2.1	3.6	4.6	-3.5	758	/	/	3.4%
CC(=O)Nc1ccc(S(=O)(=O)NCC(=O)OCc2ccccc2)cc1	-2.9	562	i	-9.7	-16.1	i	-5.3	-0.621	-0.283	-0.469	0.552	1.4	3.2	4.7	-0.7	652	-0.02	1341	14.3%
O=C(CSc1nc(C2CC2)nc2ccccc12)N1c2ccccc2Sc2ccccc21	5.7	1043	/	-2.0	-1.1	i	8.3	-0.412	-0.201	-0.484	0.465	0.7	1.9	5.7	-0.2	565	-0.05	1637	5.9%

A run of entries of the results above, as a working copy:
SMILES	b-catenin transl	b-catenin transl cell count 5 µM	Yfh1-depleted yeast	WT yeast gro inh	WT yeast gro inh mutant strain	Autophagy HCS	Autophagy HCS cell loss 18 h	Dynein cargo inh	Dynein cargo inh cytoplasmic EGFP	Dynein cargo inh nuclear GR-EGFP	Dynein cargo inh cell count	MT stabilizer	MT stabilizer Hoechst-high %	MT stabilizer cytotoxicity %	Hep lipid drop	Hep lipid drop cells 6.5 µM	Insulin prom up	Insulin prom up cell count	HEK293 NOD2/NF-kB
COc1ccc(OC)c(C(=O)c2coc3ccc(OC(C)=O)cc23)c1	-0.7	535	i	-2.2	21.3	i	0.3	0.234	0.0274	-0.0135	-0.555	5.3	7.4	10.3	6.1	720	0.19	1384	-2.1%
O=C(O)/C=C/c1cn(-c2ncc(C(F)(F)F)cc2Cl)c2ccccc12	/	/	i	16.4	13.7	i	-2.1	-0.667	-0.199	-0.716	0.932	1.3	0.9	5.7	/	/	/	/	28.2%
Cc1ccc2[nH]c(=O)c(CN(CC3CCCO3)C(=O)c3ccco3)cc2c1 (stereo not drawn)	1.5	1231	/	/	/	/	/	/	/	/	/	/	/	/	0.7	753	-0.41	847	9.8%
N/C(Cc1ccc([N+](=O)[O-])cc1)=N\OC(=O)Cc1ccccc1	-1.1	1143	i	-7.1	11.5	i	22.4	2.09	-0.182	1.23	-1.32	5.1	1.3	0.9	-0.6	701	-0.04	1268	22.6%
O=C(NCCN1C(=O)C2C3C=CC(C3)C2C1=O)NCc1ccccc1 (stereo not drawn)	/	/	i	6.0	8.8	i	1.6	-0.0519	-0.187	0.186	0.153	8.3	3.0	4.8	/	/	-0.24	806	6.0%
CC1=C(C(=O)Nc2ccccc2)C(c2ccc(C)o2)n2c(s/c(=C/c3ccccc3)c2=O)=N1 (stereo not drawn)	/	/	i	16.9	7.3	i	-4.6	0.523	-0.191	0.456	-0.0658	1.3	1.4	9.6	2.0	827	0.3	810	-0.9%
Cc1ccc(N2C(=O)c3ccccc3NC2C(C)Cc2ccc3c(c2)OCO3)cc1 (stereo not drawn)	6.0	378	i	41.1	8.8	i	-2.8	0.0969	-0.139	0.4	-1.11	2.1	3.6	4.6	-3.5	758	/	/	3.4%

(continued)
SMILES	b-catenin transl	b-catenin transl cell count 5 µM	Yfh1-depleted yeast	WT yeast gro inh	WT yeast gro inh mutant strain	Autophagy HCS	Autophagy HCS cell loss 18 h	Dynein cargo inh	Dynein cargo inh cytoplasmic EGFP	Dynein cargo inh nuclear GR-EGFP	Dynein cargo inh cell count	MT stabilizer	MT stabilizer Hoechst-high %	MT stabilizer cytotoxicity %	Hep lipid drop	Hep lipid drop cells 6.5 µM	Insulin prom up	Insulin prom up cell count	HEK293 NOD2/NF-kB
CCOC(=O)N1N=C(CC)CC1(O)C(F)(F)F (stereo not drawn)	-0.7	961	i	-4.5	6.2	i	0.9	-0.243	-0.277	-0.26	1.13	2.8	2.3	4.2	0.3	727	/	/	5.5%
Cc1cc(C)c(C#N)c(SCc2ccc(F)cc2)n1	0.1	1511	i	2.6	-3.3	i	14.8	0.138	-0.254	0.524	-0.217	2.4	2.7	8.0	-0.9	694	/	/	7.0%
CCOC(=O)C1CSC(CC(=O)Nc2ccc(Cl)c(Cl)c2)C(=O)N1 (stereo not drawn)	-3.2	1239	i	-8.6	1.0	i	-2.4	-0.513	-0.31	0.0153	0.915	1.1	1.8	4.3	5.5	759	0.61	1211	-0.8%
O=c1oc2c3c4c(cc2c2c1CCC2)OCCN4CCC3	-5.7	970	i	4.2	-8.2	i	20.0	-0.408	-0.169	0.13	-0.34	5.3	3.2	5.3	/	/	0.84	1427	0.6%
Cc1nn(C)c(C(=O)NC2C3CC4CC(C3)CC2C4)c1Cl (stereo not drawn)	-0.9	530	i	-12.5	-24.0	i	5.0	0.141	-0.276	-0.307	-0.259	7.1	1.9	9.6	1.0	659	-0.86	1328	16.8%
CC(Sc1nnc(Cc2cccs2)n1C1CCCCC1)C(=O)N1CCc2ccccc21 (stereo not drawn)	-1.0	926	i	-1.0	0.8	i	5.3	-0.568	-0.0609	-0.272	0.789	3.9	2.9	6.4	-11.4	766	-0.35	861	-7.8%
Cc1ccc(N/C=C/C(=O)c2ccco2)c(O)c1	-1.2	1408	i	/	/	/	/	1.42	-0.176	0.59	-1.53	/	/	/	-8.5	689	0.62	1039	-98.7%
Cc1nc(-c2cccc(NC(=O)Cc3ccccc3)c2)cs1	/	/	i	-13.1	-4.3	i	-5.3	-0.0328	-0.185	0.433	0.555	3.4	2.4	7.6	-7.3	668	0.83	1281	-10.2%
Cc1ccc(NC(=O)C(=O)NCCN2CCN(Cc3ccc([N+](=O)[O-])cc3)CC2)cc1	-0.7	1139	i	7.5	22.3	i	31.6	0.141	-0.256	0.225	-0.0641	2.9	1.7	10.6	5.9	599	0.32	1306	12.6%
COc1ccccc1/C=N/NC(=O)C1=NNC(c2ccccc2)(c2ccccc2)C1	-1.7	559	/	-10.5	-2.8	i	2.3	-0.634	-0.202	-0.143	-0.0541	1.9	1.2	0.4	-19.7	701	/	/	4.7%
Nc1c(C(=O)N/N=C/c2ccc([N+](=O)[O-])cc2)cnn1-c1ccccc1	-0.2	1319	i	/	/	/	/	1.2	-0.0351	1.8	-1.65	/	/	/	6.2	641	-0.24	1056	-8.9%
Cc1[nH]c2ccccc2c1-c1csc(NC(=O)CSCC(=O)O)n1	-0.6	1312	i	/	/	/	/	-0.054	-0.24	-0.0738	0.0482	/	/	/	-16.7	756	0.09	1114	4.5%
N#Cc1c(NC(=O)C2CCCO2)sc2c1CCCCCC2 (stereo not drawn)	-1.3	955	i	15.3	13.8	i	2.3	-0.742	-0.208	-0.323	0.601	4.1	2.8	5.3	2.2	636	-0.51	1310	-14.7%
